Pf apPOL inh: Pf-apPOL DNA polymerase inhibition. Recombinant Pf-apPOL, molecular beacon fluorescence, 1.5 h. inhibition, % at 10 µM. actives 0.25% (n = 210,000). AID 1794808
mHTT CaM bind: disrupts binding of mutant huntingtin to calmodulin; P42858; AlphaScreen His-mHTT/GST-CaM binding, luminescence; inhibition, % at 15 µM; actives 3.6% (n = 190,000); AID 1671202;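 further: 0% = both proteins with DMSO and 100% = one protein alone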
* hit, by the source's call; i = inactive; . = not tested or not shown; & = joins results of further samples. No stated cut-off is given here; in the data, active means inhibition above about 50%; inactive means the rest.

SMILES | Pf apPOL inh | mHTT CaM bind
CC(=O)NC1C(OCc2ccccc2)OC2COC(c3ccccc3)OC2C1O (stereo unspecified) | -4 | 6
O=C(CN(Cc1ccccc1)S(=O)(=O)c1cc(Cl)ccc1Cl)NCc1ccncc1 | -6 | 20
CCOC1=NN(c2ccc([N+](=O)[O-])cc2)C(=O)/C1=C/c1ccc(Br)cc1 | 5 | 27
CC(=O)CSc1n[nH]c(-c2ccc(Cl)cc2)n1 | -5 | .
COc1ccc(C(=O)N2CC3CC(NS(=O)(=O)c4ccccc4)C2C3)cn1 (stereo unspecified) | 1 | 2
Cc1ccc(C(=O)c2ccc(N3CCCC3)c([N+](=O)[O-])c2)cc1 | -4 | 27
COc1cccc(C2C(C(=O)Nc3ccc(C)cn3)=C(C)NC3=C2C(=O)CC(C)(C)C3)c1OC (stereo unspecified) | 25 | 13
CN(C)c1nc2ccc(OCCN3CCCCC3)cc2s1 | -9 | -4
Cc1ccc2c([N+](=O)[O-])c(C)ccc2n1 | 30 | -2
COc1ccc(-c2nnc(SCCC(=O)O)n2C)cc1 | -9 | 5
OC(COc1ccc(Cl)c(Cl)c1)CN1CCCN(c2nc3ccc(Cl)cc3s2)CC1 (stereo unspecified) | -6 | .
O=C1OC(c2cccc(I)c2)=N/C1=C\c1ccccc1 | -4 | -2
ON=C1C2CC3CC(C2)CC1C3 | . | -3
Cc1cc(Nc2ccc(I)cc2C)n2ncnc2n1 | 4 | 11
C[C@@]1(C2CCCC2)Cc2cc(OCC(=O)O)c(Cl)c(Cl)c2C1=O | -13 | .
CN1CCN(c2nc(C(=O)N3CCCCC3)cs2)CC1 | -2 | 2
CC(C)(C)NC(=O)c1ccc2c(c1)CCN2C(=O)C1CC1 | -1 | -4
O=C(CSc1nc2ccsc2c(=O)n1Cc1ccccc1F)NC1CCCC1 | -8 | -3
CCn1cc(C(=O)Nc2ccc(CC#N)cc2)c(C)n1 | -4 | 5
Cc1ccc(CNC(=O)N2CCN(c3nc4ccncc4n(CC(C)C)c3=O)CC2)cc1 | -6 | -3
O=C(Nc1c(O)c2ccccc2[nH]c1=O)c1ccccc1F | -5 | 3
Nc1ncnc(N2CCN(c3ccc([N+](=O)[O-])cc3)CC2)c1[N+](=O)[O-] | -1 | 4
CNC(=O)N(c1ccccc1)c1ccccc1 | -5 | .
c1ccc(C(Sc2nc3ccccc3s2)c2ccccc2)cc1 | . | -37
COc1cccc(-c2nnc(-c3ccccc3)o2)c1 | 0 | 5
N#Cc1cnc2ccc(F)cc2c1N1CCC(C(=O)NCc2ccccc2)CC1 | 1 | -8
Cc1c(C)c(/C=N/O)c(C)c(C)c1/C=N/O | . | i
O=C(Nc1ccc(-c2cnco2)cc1)c1ccc(Cl)cc1 | -3&-8 | .
CCC(=O)c1ccc(N2CCN(C(C)=O)CC2)c(F)c1 | 2 | 4
CN(C)S(=O)(=O)c1ccc(C(=O)NC2CC2)cc1 | 2 | 0
Cc1ccc(CNC(=O)c2coc(=O)c3ccccc23)cc1 | -3 | 2
C=C(C)COc1ccc2c(=O)c(Oc3ccc(C(=O)OCCC)cc3)c(C)oc2c1 | -4 | -10
CCC(=O)N(C)CC(=O)N1N=C(c2ccccc2F)CC1c1ccccc1 (stereo unspecified) | -6 | 23
COc1ccc(-c2cc(=O)[nH]c(SCC(=O)Nc3ccc(Cl)cc3C)n2)cc1 | -7 | 0
Cc1nn(C)c(C)c1C(C)NC(=O)C1CCN(c2cnn(Cc3ccccc3)c(=O)c2)CC1 (stereo unspecified) | -14 | -1
COc1ccc(CC(C)(O)CNC(=O)C(=O)Nc2cccc(Cl)c2C)cc1 (stereo unspecified) | -3 | -10

14 consecutive compounds already listed, for reference:
SMILES | Pf apPOL inh | mHTT CaM bind
O=C(Nc1c(O)c2ccccc2[nH]c1=O)c1ccccc1F | -5 | 3
Nc1ncnc(N2CCN(c3ccc([N+](=O)[O-])cc3)CC2)c1[N+](=O)[O-] | -1 | 4
CNC(=O)N(c1ccccc1)c1ccccc1 | -5 | .
c1ccc(C(Sc2nc3ccccc3s2)c2ccccc2)cc1 | . | -37
COc1cccc(-c2nnc(-c3ccccc3)o2)c1 | 0 | 5
N#Cc1cnc2ccc(F)cc2c1N1CCC(C(=O)NCc2ccccc2)CC1 | 1 | -8
Cc1c(C)c(/C=N/O)c(C)c(C)c1/C=N/O | . | i
O=C(Nc1ccc(-c2cnco2)cc1)c1ccc(Cl)cc1 | -3&-8 | .
CCC(=O)c1ccc(N2CCN(C(C)=O)CC2)c(F)c1 | 2 | 4
CN(C)S(=O)(=O)c1ccc(C(=O)NC2CC2)cc1 | 2 | 0
Cc1ccc(CNC(=O)c2coc(=O)c3ccccc23)cc1 | -3 | 2
C=C(C)COc1ccc2c(=O)c(Oc3ccc(C(=O)OCCC)cc3)c(C)oc2c1 | -4 | -10
CCC(=O)N(C)CC(=O)N1N=C(c2ccccc2F)CC1c1ccccc1 (stereo unspecified) | -6 | 23
COc1ccc(-c2cc(=O)[nH]c(SCC(=O)Nc3ccc(Cl)cc3C)n2)cc1 | -7 | 0

New compounds follow.
SMILES | Pf apPOL inh | mHTT CaM bind
Cc1ccc(NC(=O)c2ccn(C(=O)c3cccc(I)c3)n2)c(C)c1 | 3 | 0
CCCCN1C(=O)CN(C2CCCCC2)C(=O)C1c1ccc(OCCC)c(OC)c1 (stereo unspecified) | -10 | 53*
O=C1NN(c2ccc(Cl)c(Cl)c2)C(=O)/C1=C/c1ccc(-c2ccc3c(c2)COC3=O)o1 | 56* | 60*
C=C(C)c1cccc(C(C)(C)NC(=O)N2CC(C)OC(C)C2)c1 (stereo unspecified) | -4 | 11
Cc1cccc(-c2noc(C3CCN(CC(=O)NCc4ccc(F)cc4)CC3)n2)c1 | -1 | 30
CN(C)C(=O)CCC1CCN(c2cc(NC3CC3)ncn2)CC1 | 5 | 0
CCOc1ccc(C(=O)Nc2nc(C)cc(C)n2)cc1[N+](=O)[O-] | -7 | -2
CN1CCN(CCNC(=O)C2CCN(c3cc(=O)n(C)c(=O)n3C)CC2)CC1 | -1 | 26
O=C(NC(c1ccccc1)c1ccccc1)N(Cc1ccsc1)Cc1ccccn1 | -5 | -2
COCCNS(=O)(=O)c1cc(Br)cc2c1N(C(=O)C1CC1)CC2 | -4 | 6
CCCCN1C(=O)C(CC(=O)NC(C)(C)CC)Sc2ncccc21 (stereo unspecified) | -3 | -3
CC(=O)N1CCc2cc(Br)cc(S(=O)(=O)NCC3CCCO3)c21 (stereo unspecified) | 0 | 1
CC=C(C)C(=O)Nc1cc(C)ccc1-n1cccc1 | -12 | .
O=C(CCCO)NC1Cc2ccccc2C1 | -4 | .
Cn1c(C2CCN(S(=O)(=O)c3ccccc3)C2)nc2cccnc21 (stereo unspecified) | -2 | -6
Cc1c(NC(=O)c2ccc(Br)o2)cccc1-c1nc2ccccc2o1 | 6 | 0
O=C1Cc2ccccc2N1c1c(Cl)cccc1Cl | -4 | 4
CCc1c(C)c(C#N)c2nc3ccccc3n2c1N1CCOCC1 | -10 | -1
COc1cc(/C=C/c2ccc3cccc(O)c3n2)c(Cl)cc1O | -6 | 63*
Cc1ccccc1CNC(=O)C1(C)CCCN(S(=O)(=O)c2cc(F)ccc2C)C1 (stereo unspecified) | 4 | -14
Cc1ccc(C2=N/C(=C\c3ccccc3C)C(=O)O2)cc1 | 4 | -4
COc1ccc(/C=C/C(=O)n2cc(C)nc2C)cc1OC | -8 | -7
Cc1ccc(Cl)cc1NC(=O)Cn1nc(N2CCOCC2)c2ccccc2c1=O | -3 | 6
C=CCNC(=O)CC(=O)NN=C1CCCC1 | . | -8
O=C(c1ccccc1F)N1CCC(OCc2nc(C3CC3)no2)CC1 | -11 | 1
Cc1ccc(OCC(=O)Nc2ccccc2[N+](=O)[O-])cc1C | -9 | 4
COc1cc(OC)cc(-c2nnc(NC(=O)c3ccc(S(=O)(=O)N(C)C)cc3)o2)c1 | -2 | 6
C=C(Br)COC(c1ccco1)[C@H](Cc1ccccc1)NC(=O)OC(C)(C)C (stereo partly specified) | 0 | 3
Cc1noc(C2CN(S(=O)(=O)Cc3ccccc3)CC2C)n1 (stereo unspecified) | -5 | -1
CCN(C(=O)Cc1ccc(OC)cc1)c1nnc(-c2ccccc2)s1 | 11 | -2
CC(C)NCC(O)COc1ccccc1C(C)(C)C (stereo unspecified) | -7 | -3
Cc1ccc(CN2[C@H](C)[C@H](c3ccccc3)OCCS2(=O)=O)cc1 | -1 | -3
CCCCCC(=O)N1C[C@H](O)[C@@H](n2cc(COC(=O)c3ccccc3)nn2)C[C@@H]1c1ccc(OC)cc1 | 1 | 36
CCc1ccccc1NC(=O)N1CCCC(C)(C(=O)NCc2ccc(F)cc2)C1 (stereo unspecified) | -1 | 0
O=C(CSc1nc2ccccc2s1)Nc1ccc(S(=O)(=O)Nc2nccs2)cc1 | 7 | 20
COc1cccc(CN(CCC(C)C)S(=O)(=O)c2cc(Br)ccc2Br)c1 | -2 | -13
COc1ccc(/C=C2/c3cc(C)ccc3-c3ncccc32)cc1 | -2 | 36
C=C(C)Cc1c(C)nc(SCC)[nH]c1=O | 11 | .
O=C1C(=O)N(Cc2ccccc2)c2ccc(Br)cc21 | 5&-6 | 48&47
Cc1cccc(CNC(=O)c2nn(C)c3c2CN(C(=O)Cc2ccccc2)CC3)c1 | 11 | 63*
CCc1nc(-c2c(C)cc(C)nc2NC(=O)C2(c3ccccc3)CC2)no1 | 0 | -4
CCOc1ccc(/C=C2\N=C(c3ccc(OC)cc3Br)OC2=O)cc1 | -2 | 2
O=C(c1ccncc1)N1CCN(Cc2ccccc2)CC1 | -10 | 0
CCCc1ccc(OCC(O)CN2CCN(C)CC2)cc1 (stereo unspecified) | -5&-8 | 0&-1
O=C(Nc1ccc(Cl)cc1Cl)c1cc(S(=O)(=O)N2CCCCCC2)ccc1F | -5 | 1
COc1cccc(C=Nc2ccccc2I)c1O | -2 | -6
CCN(CC)c1nc(C)nc2c1cnn2-c1cccc(Cl)c1 | -1 | -70
O=Cc1cn[nH]c1-c1ccccc1 | -4 | -6
CCN(CC)c1ccc(C2C(C(=O)Nc3ccccn3)=C(C)NC3=C2C(=O)CC(C)(C)C3)cc1 (stereo unspecified) | 0 | 37
CCN(CC)c1nc2cc(C(=O)OC)ccc2c(=O)n1-c1cc(F)cc(F)c1 | -3 | -14
N#C/C(=C(/O)c1cccc(F)c1)c1nc2ccccc2[nH]1 | -10 | 2
Cc1ccc2oc(=O)n(C3CCN(C(=O)CC(C)C)CC3)c2c1 | -2 | -3
Cc1ccc(-n2c(SCC(=O)Nc3nccs3)nc3c(c2=O)SCC3)cc1 | -5 | -10
CC(C)(C)NC(=O)C1CC(=O)N(c2ccccc2)C1 (stereo unspecified) | -4 | -4
O=C(NCC1CCN(C(=O)c2ccccc2F)CC1)C(=O)Nc1ccon1 | -4 | -9
CC1N=C(c2ccc(Cl)cc2)NO1 (stereo unspecified) | 8 | .
O=C(NCc1ccccc1)c1ccc2ncnc(N3CCCC3)c2c1 | 11 | 42
Cc1nn(-c2ccccc2)c2c1C(c1ccncc1)C(C#N)=C(N)O2 (stereo unspecified) | -6&-8 | 2&2
Cc1ccnc(NC(c2ccc(O)cc2)c2ccc3ccc(C)nc3c2O)c1 (stereo unspecified) | -10 | 98*
O=C1/C(=C/c2ccc(Cl)cc2)Cc2ccccc21 | 0 | -5

(further entries)
SMILES | Pf apPOL inh | mHTT CaM bind
O=C(Cc1ccc(Br)cc1)Nc1cc(Cl)ccc1Cl | -2 | 0
Cc1nnsc1C(=O)NCCc1c[nH]c2ccccc12 | 2 | .
CC1(C)OC(=O)C(=Cc2ccc(-c3ccc(Cl)c([N+](=O)[O-])c3)o2)C(=O)O1 | 1 | 10
CC(C)CNC(=O)C1CCc2sc(C(=O)N3CCCC3)cc2C1 (stereo unspecified) | 1 | 5
CCCCNC(=O)c1ccc2c(c1)N(S(=O)(=O)c1ccccc1F)CC2 | -1 | 6
CC(C)(C)OC(=O)N1CCCC(C(=O)Nc2cccc(C(=O)N3CCCCC3)c2)C1 (stereo unspecified) | -1 | 6
COc1cccc2cc(C(=O)Nc3c(F)cccc3F)c(=O)oc12 | 1 | -7
O=C(CN(C1CCCCC1)S(=O)(=O)c1ccc(Br)cc1)NC1CC1 | -7 | 1
CCOC1=NN(c2ccc([N+](=O)[O-])cc2)C(=O)/C1=C/c1ccccc1 | -1 | 44
CCCOc1ccc(-c2csc(NC(=O)CN3C(=O)CCC3=O)n2)cc1 | -8 | 3
CCn1c(=N)c(C(N)=O)cc2c(=O)n3ccccc3nc21 | -7 | 1
CCC1SC(=NC(=O)NC2CCCCC2)NC1=O (stereo unspecified) | -3 | -6

A section from further up:
SMILES | Pf apPOL inh | mHTT CaM bind
CCn1c(=N)c(C(N)=O)cc2c(=O)n3ccccc3nc21 | -7 | 1
CCC1SC(=NC(=O)NC2CCCCC2)NC1=O (stereo unspecified) | -3 | -6

Next section:
SMILES | Pf apPOL inh | mHTT CaM bind
CC1C(=O)CC(c2ccccc2)OC1c1ccccc1 (stereo unspecified) | 11 | -33
Cc1ccc(N2CCN(C(=O)c3ccccc3)CC2)cc1Cl | -3 | 25
CC(=O)Nc1ccccc1/C=C/c1ccc2cccc(O)c2n1 | 4 | 26
CN(C)C(=O)CSc1nc2ccccc2n1-c1ccccc1 | -10 | 7
Cc1ccc(NC(=O)N2CCCC2c2ccccc2C)cc1 (stereo unspecified) | 2 | -10
COc1ccccc1-c1nc(C2CCN(C(=O)c3cc(Cl)ccc3F)CC2)no1 | -2 | 13
O=C(Nc1ccc(N2CCN(C(=O)c3ccccc3)CC2)nc1)c1ccccc1F | -6 | -1
O=C(COc1ccccc1)NCC1CCCO1 (stereo unspecified) | 2 | -8
CCc1nccn1Cc1noc(-c2ccccc2C)n1 | 0 | 5
Cc1ccccc1C1CC(=O)Oc2ccc(O)cc21 (stereo unspecified) | -3 | 20
O=C(O)c1cccnc1SC1CC(=O)N(c2ccc3c(c2)OCO3)C1=O (stereo unspecified) | 3 | 5
O=C(CSc1nc2ccccc2c(=O)n1-c1ccc(F)c(Cl)c1)c1ccccc1 | -1&-4 | .
COc1ccc(C(=O)Nc2ccc(Cl)cc2[N+](=O)[O-])cc1OC | -1 | 18
CCOc1cccc2cc(C(=O)Nc3nccs3)c(=Nc3ccc(C)c(C)c3)oc12 | -5 | 10

Screens: PubChem BioAssay, University of Kansas High Throughput Screening Laboratory

The list is partial; count on the stated rates, not on these rows.
